# Bioassay records deposited in PubChem BioAssay by several laboratories.
# DAX1 inh-1: NR0B1 (DAX1) inhibition; P51843; HEK293 Gal4-DAX1 luciferase reporter, luminescence; inhibition, % at 6.75 µM; 340,000 tested, 0.99% active; AID 504766;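 active = inhibition above the mean over all tested compounds plus 3 SD, cut at about 4.2% in these data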;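 note: 0% = DAX1-transfected cells with DMSO and 100% = empty-vector control cells with DMSO; inhibition shows as a rise in luminescence from relieved DAX1 repression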
# Target sequence (P51843 207-470 limits assumed): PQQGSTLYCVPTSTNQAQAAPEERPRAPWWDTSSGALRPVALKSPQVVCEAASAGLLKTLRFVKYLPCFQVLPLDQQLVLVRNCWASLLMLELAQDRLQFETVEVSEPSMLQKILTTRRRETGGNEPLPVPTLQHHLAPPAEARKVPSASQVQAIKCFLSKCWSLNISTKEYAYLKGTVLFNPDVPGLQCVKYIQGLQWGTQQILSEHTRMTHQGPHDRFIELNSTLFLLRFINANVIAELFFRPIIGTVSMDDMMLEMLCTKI
# ADAM10 inh: inhibits human ADAM10. 370,000 tested, 0.62% active. recombinant ADAM10, EDANS/DABCYL FRET peptide cleavage, 3 h. AID 720582. O14672. inhibition, % at 7 µM;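 active = inhibition above a per-campaign cutoff equal to the mean of compounds falling between control-based bounds plus 3 SD, cut at about 20% in these data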;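 note: 0% = DMSO wells while the 100% control is not disclosed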
# DAX1 inh-2: inhibitors of DAX1 repression of SF-1 activated StAR promoter; AID 652010; HEK293T StAR-luciferase reporter, SF-1/DAX-1 repression relief; 370,000 tested, 1.1% active; inhibition, % at 6.8 µM;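 active = inhibition above the mean over all tested compounds plus 3 SD, cut at about 3.6% in these data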;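 note: 0% = DAX-1 cells with DMSO and 100% = cells lacking DAX-1 with DMSO; higher inhibition means more luminescence from relief of DAX-1 repression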
# hcDAF-12 act: activates DAF-12 receptor from parasite H. contortus; 370,000 tested, 1.4% active; HEK293 hcDAF-12 lit1-tk-luc reporter, luminescence; 0% DMSO, 100% Δ7-dafachronic acid; activation, % at 6.8 µM;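 active = activation above the mean of all tested compounds plus 3 SD, cut at about 5.5% in these data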;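 note: 100% = response to 3 µM Δ7-dafachronic acid high control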
# hgDAF12 agonist: activates the H. glycines DAF-12 receptor ligand-binding domain; HEK293 GAL4-hgDAF12 UAS-luciferase reporter, agonist luminescence; normalized to butyrate control; activation, % at 6.8 µM; 370,000 tested, 1.8% active; AID 687014;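 active = activation above a cutoff set at the mean of all screened compounds plus 3 SD, cut at about 10% in these data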;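 note: 0% = DMSO wells and 100% = sodium butyrate wells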
# GC-A act: GC-A (human) enzyme activation. P16066. HEK293 GC-A cells, cGMP TR-FRET, EC30 ANP; 0% at EC30 ANP, 100% saturating ANP. activation, % at 10 µM. 370,000 tested, 0.14% active; in the data active = activation above about 40%
# SMARCA2 act: SMARCA2 function activation, primary screen. MG213 cells, MMTV-luciferase reporter, dexamethasone, overnight. activation, % at 9.1 µM. 370,000 tested, 1% active. AID 652017; in the data active = activation above about 7.8%;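 note: 0% = vehicle wells and 100% = reference activator wells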
# GAA850 FXN act: increases GAA850 frataxin promoter reporter activity | HEK293 lucGAA850 FXN promoter luciferase reporter, 24 h; percent of 10 µM SAHA response | activation, % at 6 µM | 360,000 tested, 0.56% active;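 active = activation above the average of all compounds screened plus 3 SD, cutoff fixed separately per campaign, cut at about 7.5% in these data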;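 note: 0% = DMSO wells and 100% = 10 µM SAHA wells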
# ssDAF-12 act: activates DAF-12 receptor from parasite S. stercoralis. HEK293 ssDAF-12/GRIP1 lit1-tk-luc reporter, luminescence; % of 3 µM dafachronic acid response. activation, % at 6.8 µM. 370,000 tested, 1% active. AID 652126;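 active = activation above the mean over all tested compounds plus 3 SD, cut at about 0.9% in these data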;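 note: 0% = DMSO-only wells and 100% = 3 µM delta7-dafachronic acid wells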
# PG9 Ab binder: small molecules binding HIV-1 gp120 antibody PG9 | TR-FRET gp120-PG9 antibody binding | 360,000 tested, 0.43% active | AID 624416 | inhibition, % at 6.7 µM; in the data active = inhibition above about 8.5%
# ADAM17 inh: ADAM17 inhibition, QFRET primary screen | P78536 | recombinant ADAM17, EDANS/DABCYL FRET peptide cleavage | inhibition, % at 6.95 µM | 370,000 tested, 0.83% active;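 active = inhibition above the mean of compounds lying between control limits plus 3 SD, set per campaign, cut at about 8.5% in these data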;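 note: 0% = DMSO-only wells as the low control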
# Target sequence (P78536 215-824 limits assumed): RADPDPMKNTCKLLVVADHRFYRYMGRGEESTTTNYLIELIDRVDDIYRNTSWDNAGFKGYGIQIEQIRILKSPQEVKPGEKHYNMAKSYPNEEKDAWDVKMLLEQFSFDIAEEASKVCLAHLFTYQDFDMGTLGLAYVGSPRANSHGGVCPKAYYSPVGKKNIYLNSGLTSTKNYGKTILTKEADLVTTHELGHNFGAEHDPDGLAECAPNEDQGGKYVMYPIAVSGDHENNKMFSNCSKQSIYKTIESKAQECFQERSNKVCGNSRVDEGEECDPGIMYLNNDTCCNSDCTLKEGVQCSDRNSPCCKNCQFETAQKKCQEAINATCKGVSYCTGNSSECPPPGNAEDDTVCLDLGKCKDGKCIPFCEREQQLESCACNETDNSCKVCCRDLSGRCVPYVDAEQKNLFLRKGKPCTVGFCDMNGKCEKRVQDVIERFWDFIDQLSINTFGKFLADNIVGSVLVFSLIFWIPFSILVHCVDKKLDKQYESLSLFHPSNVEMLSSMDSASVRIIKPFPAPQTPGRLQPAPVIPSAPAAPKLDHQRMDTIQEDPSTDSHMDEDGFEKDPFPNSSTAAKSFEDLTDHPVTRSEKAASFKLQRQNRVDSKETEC
# * marks the source's active call; other numbers are inactive results; . = no result given. An unsorted share of the library. Share with any hit: about 6.8%.
SMILES,DAX1 inh-1,ADAM10 inh,DAX1 inh-2,hcDAF-12 act,hgDAF12 agonist,GC-A act,SMARCA2 act,GAA850 FXN act,ssDAF-12 act,PG9 Ab binder,ADAM17 inh
O=C(NCc1ccccc1)c1ccc(C(=O)NCc2ccccc2)cc1,-0.2,-5,-0.5,-0.4,2.3,-7,-3,-0.2,-0.6,-0.1,-3
Cn1nnnc1CCOCCc1nnnn1C,0.4,1,0.1,-1.0,-2.6,2,-1,-0.2,-0.8,0.0,-6
O=C(/C=C/NNC(=O)c1ccccc1)c1ccccc1,0.2,-2,0.8,1.0,7.7,2,6,-0.1,-0.5,0.2,-2
CCCCn1c(=N)n(CC(=O)c2ccco2)c2ccccc21,-0.7,2,-0.3,-0.8,-1.2,-5,0,2.7,-1.5,2.3,-2
CC1CN(C(=O)COC(=O)c2ccc3ncsc3c2)CC(C)O1 (centres undefined),1.2,-18,0.9,3.0,2.7,-1,0,1.1,-0.8,0.1,-5
CC(=O)C1CCC2C3CC(C)C4=CC(=O)CCC4(C)C3C(=O)CC12C (centres undefined),-1.1,-12,-0.3,-2.0,0.0,-3,-2,0.8,-1.1,-0.8,-4
COCCn1c(-c2ccccc2)csc1=Nc1cccnc1,.,-4,-0.9,-1.4,-2.8,-2,-2,1.6,-1.9,-1.6,-4
CS(=O)(=O)Cc1ccc(C(=O)NCC2(N3CCCCC3)CCCCC2)cc1,2.3,-13,1.1,0.9,0.8,3,-1,1.0,0.0,0.8,-1
CC1(CCc2ccccc2)NC(=O)N(CC(=O)N2CCCCCC2)C1=O (centres undefined),0.8,-2,2.0,0.2,2.1,2,-2,-1.5,-1.1,-0.1,-9
COCCCNC(=O)C1C2C=CC3(CN(Cc4ccc(C)cc4)C(=O)C13)O2 (centres undefined),0.8,-2,0.0,0.7,-0.4,8,-2,-0.1,-1.3,0.4,-2
Cc1ccc(C)c2[nH]c(=O)c(CN(CC3CCCO3)S(=O)(=O)c3ccc4c(c3)OCCO4)cc12 (centres undefined),0.5,-5,0.0,-1.0,-2.4,-2,0,1.4,-0.8,-0.8,-5
CCOC(=O)c1ccc(NC(=O)CSCC(=O)OCC(=O)c2ccccc2)cc1,0.6,-3,0.6,2.3,1.7,3,-2,-1.4,-1.0,-1.0,1
N#CCCCSc1nnc(CSc2nc3ccccc3s2)n1-c1ccccc1,-0.3,14,-1.0,-1.3,-3.8,-7,-1,-3.0,-0.9,1.9,4
CC(OC(=O)CNC(=O)c1ccc(Cl)cc1)C(=O)NC1CCCCC1C (centres undefined),0.8,-1,-0.2,0.3,4.7,2,-1,1.6,-0.8,0.2,-2
CC1CN(c2ccc(Cl)cc2)c2nc3c(c(=O)[nH]c(=O)n3C)n2C1 (centres undefined),0.4,-6,0.5,-1.4,1.9,11,-4,1.1,-1.6,1.7,-3
COc1ccc([C@H]2C(C(=O)O)=C[C@@H](CC3CCCC3)N2S(=O)(=O)c2ccc(C)cc2)cc1OC,-0.9,-5,0.1,0.7,-4.6,3,-5,1.5,-1.6,-0.5,-1
COc1ccc(CSC2=CS(=O)(=O)c3ccccc3N2)cc1,-2.8,4,-0.9,-0.1,-0.9,1,-3,1.8,-1.1,-0.2,0
CC(=O)c1ccc(NC(=O)CN(C)CC(=O)Nc2cccc(F)c2)cc1,0.4,2,-1.7,-0.7,-2.0,-1,-3,0.9,-1.8,-1.0,-4
COc1ccc2[nH]c(=O)c(CN(C(C)=O)c3cccc(C)c3)cc2c1,0.1,-263,-0.5,-0.6,-0.5,-23,-1,-1.1,-1.1,1.2,-54
CN(C)CCCCCCN(C)C,.,-11,-0.1,-1.0,-2.4,3,-3,.,-0.6,-2.5,-3
N#Cc1ccc(C(c2nnnn2C2CCCC2)N2CCC(Cc3ccccc3)CC2)cc1 (centres undefined),-0.8,2,-0.4,-1.9,1.1,-2,-1,-0.5,-0.5,-0.1,-2
Cc1nc2nc(C)c(CCC(=O)N3CCc4ccccc43)c(C)n2n1,-0.2,9,-1.2,1.8,3.4,-1,0,2.1,-0.8,-0.1,-2
COc1cccc(CNCCNC(=O)c2ccco2)c1OC,-2.1,-10,-0.4,-1.3,-3.6,2,1,-2.5,-1.4,0.3,-2
CC(C)=CC(=O)N1CCC(Oc2cccc(C(=O)NCc3ccccn3)c2)CC1,0.9,-16,-1.7,1.0,-1.5,1,-1,-0.7,-0.3,0.0,-5
Cc1ccc(S(=O)(=O)N2c3ccccc3NC(=O)CC2C)cc1 (centres undefined),0.7,-5,-0.5,-2.7,-0.2,-1,-2,1.0,-0.7,0.8,-6
CN(Cc1ccccc1)C(=O)CN1C(=O)c2ccccc2S1(=O)=O,-0.9,-10,0.6,0.0,4.6,4,2,2.2,-0.7,-1.0,-2
Cc1ccc(S(=O)(=O)N/N=C/c2cc(Br)c(C)o2)cc1,0.2,-1,-0.7,-0.8,-2.6,1,4,3.1,-0.9,0.0,-8
CCOc1ccc(NC(=S)Nc2ccc(F)cc2)cc1,1.9,-2,-0.5,-1.1,-0.5,2,0,-2.1,-1.5,-0.1,-3
O=C(Nc1sc2c(c1C(=O)O)CCCC2)c1ccc(Cl)cc1,-3.0,2,-0.8,0.9,-4.4,4,1,-4.1,-1.1,-2.3,1
Cn1cccc1C(=O)NC(=O)COC(=O)c1cc(S(=O)(=O)N2CCCCC2)ccc1Cl,.,-1,0.7,-0.4,1.2,3,-1,4.2,-0.8,2.7,-5
CCC1(CC(C)C)SC(N)=NC1=O (centres undefined),0.5,-5,-0.5,-0.7,1.1,4,7,-0.2,0.3,-1.8,-2
COc1ccc(S(=O)(=O)N2CCCOC2CNC(=O)C(=O)NCCCN2CCOCC2)cc1C (centres undefined),0.3,2,1.1,-0.1,-0.2,-2,0,2.2,-0.8,-1.1,-3
COc1cccc(-c2cc3onc(-c4ccccc4)c3c(=O)n2C)c1,1.8,10,2.6,5.3,12*,-3,5,3.2,0.2,-0.8,-1
CCNC1=C(Cl)C(=O)c2ccccc2C1=O,-0.7,0,-0.7,-0.4,-3.4,-3,4,0.6,-1.4,-9.8,1
Cc1cc(OCC(=O)OCC(=O)NCC2CCCO2)ccc1Cl (centres undefined),0.4,-13,0.5,-0.9,0.8,1,-1,-0.5,0.0,-1.3,0
COC(=O)C[C@@H]1OC[C@H](C)N1S(=O)(=O)c1ccc(C)cc1,.,-12,3.0,-0.2,-3.8,0,-6,.,-0.8,-0.6,-5
O=C(NC(Nc1ncc(S(=O)(=O)c2ccc([N+](=O)[O-])cc2)s1)(C(F)(F)F)C(F)(F)F)c1ccc(Cl)cc1,-2.5,7,-3.6,-4.5,-12,5,-10,2.1,-2.5,-1.0,12*
Cc1ccc(C(=O)NCc2nc3ccccc3[nH]2)o1,1.0,-5,-0.2,-1.1,0.5,1,5,0.0,-1.3,-1.2,-4
O=S(=O)(c1ccc(NC(=S)NCc2cccnc2)cc1)N1CCCCC1,-7.0,5,-2.4,-2.4,-5.6,1,-4,-0.5,-2.3,0.5,5
Cc1ccc(C)c(CN2CCC(n3nccc3NC(=O)C3CCCC3)CC2)c1,-0.3,-2,0.1,-1.2,-1.1,0,2,-2.6,0.0,-1.6,-1
COC(=O)c1cccc(NC(=O)CSc2nnc(COc3ccc(C#N)cc3)n2-c2ccccc2)c1,5.1*,-5,-0.8,-1.5,0.0,-5,-3,-1.3,-1.2,0.2,-3
O=C1c2ccccc2C(=O)N1CC#CCN1CCN(C(c2ccccc2)c2ccccc2)CC1,0.0,9,0.1,-1.6,0.0,5,2,-3.2,-0.2,1.1,0
O=C(O)CCCC(=O)Nc1c(F)c(F)c(F)c(F)c1F,-0.1,4,0.1,-0.6,0.2,-4,1,-0.2,-0.9,1.0,-2
COc1cc2nc(N(CCCN(C)C)C(=O)c3ccc(S(=O)(=O)N(C)C4CCCCC4)cc3)sc2cc1OC,-0.4,-2,1.4,-0.9,0.5,-1,4,1.4,-1.0,-2.5,-4
NC(=O)CSc1nnc(COc2ccccc2)n1CCc1ccccc1,-0.1,3,-0.8,-0.5,3.4,-7,-4,0.1,-1.1,-0.1,-7
COc1ccc(NC(=O)CN(C)C(=O)c2ccc3c(c2)S(=O)(=O)N=C2CCCCCN23)cc1,1.2,4,-1.4,0.2,2.1,2,-2,0.7,-1.4,0.6,0
CCNC(=S)N(CCc1c(C)[nH]c2ccccc12)Cc1cc(OC)c(OC)c(OC)c1,-1.0,4,-0.3,-1.1,-0.4,-6,-3,-2.9,-1.3,-1.1,1
ON(CCc1ccccn1)Cc1ccccc1,1.8,-20,0.3,0.9,0.1,1,-3,0.3,-0.3,-1.0,-4
NC(=O)C1CCCN(C(=O)c2[nH]c(C(F)(F)F)nc2-c2ccccc2)C1 (centres undefined),.,-7,2.1,-1.9,2.6,2,4,.,-1.0,-0.2,-1
CC(Sc1ccc2c(c1)OCCO2)C(=O)Nc1ccc(N2CCOCC2)cc1 (centres undefined),0.9,4,0.1,-0.9,1.6,3,0,0.0,-1.8,-1.6,1
# (next part)
SMILES,DAX1 inh-1,ADAM10 inh,DAX1 inh-2,hcDAF-12 act,hgDAF12 agonist,GC-A act,SMARCA2 act,GAA850 FXN act,ssDAF-12 act,PG9 Ab binder,ADAM17 inh
CN(C)c1ccc(/C=C2\SC(=O)N(CCc3nnc(N)s3)C2=O)cc1,-7.0,-1,-1.3,-3.1,-6.1,-3,-5,-6.9,-2.3,-2.4,-1
O=C(NC(=S)NCCN1CCOCC1)c1ccc(F)cc1,-0.5,0,-0.7,-0.3,1.3,-1,0,2.0,-0.3,0.7,-2
N=c1c2c(-c3ccccc3)c(-c3ccccc3)n(CCc3ccccc3)c2ncn1CCO,.,-8,-1.6,-0.3,0.6,-31,3,.,-1.5,.,-6
Cc1ccc2cccc(OC(=O)c3c(F)cccc3Cl)c2n1,.,2,-0.3,1.4,0.3,-7,-2,.,-0.8,-1.6,7
CC(C)(C)c1cc(C(=O)N/N=C/c2ccco2)n[nH]1,1.2,-9,0.4,1.7,1.1,4,2,8.3*,-0.1,-0.3,-5
NNC(=O)c1nc(-c2ccccc2)n2c1CCCCC2,0.3,-5,0.0,-0.6,-1.1,0,-2,-1.3,-0.6,0.4,-2
CC1(C)CC(=O)C2=C(C1)N(CC1CCCO1)C(=O)C2(O)C(F)(F)F (centres undefined),2.3,0,0.5,-1.2,2.7,3,4,-0.4,-1.4,-1.4,-4
Cc1ccccc1NC(=O)Cn1nnc(S(=O)(=O)c2ccc(C(C)(C)C)cc2)c1N,-0.4,-5,-0.7,-0.1,-3.1,-1,-2,-1.1,-1.0,-0.1,-2
COc1ccc(OCC(=O)N2CCN(c3cccc(C(F)(F)F)c3)CC2)cc1,0.3,16,-0.3,0.0,0.9,-3,-1,0.5,-0.8,-1.0,4
COc1ccc2c(COC(=O)c3ccc(C)c(S(=O)(=O)N4CCOCC4)c3)cc(=O)oc2c1,0.1,-172,0.8,-0.7,0.3,4,-1,-1.3,-0.4,-0.9,-47
